LAP4-GFP MLPCN: yeast TOR pathway LAP4-GFP modulation; S. cerevisiae LAP4-GFP multiplex, flow cytometry GFP, 3 h; median GFP as percent of DMSO wells; GFP response vs DMSO, % at 10 µM; hit rate 0.34% among 320,000; AID 2023;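 active means GFP response vs DMSO above a set limit, about the screen mean plus 3 SD, cut at about 150% in these data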
VLA-4 inh: inhibition in a human VLA-4 binding assay | inhibition, % (about 7 µM as worked out from the volumes in the protocol) | AID 2557 | hit rate 0.2% among 330,000 | VLA-4 expressing cells, ligand binding flow cytometry | P13612; in the data active means inhibition above about 50%
RPL19A-GFP yeast: yeast TOR pathway RPL19A-GFP modulation. S. cerevisiae RPL19A-GFP strain, flow cytometry, 3 h; hits give low values. percent response vs DMSO, % at 10 µM. hit rate 0.3% among 330,000. AID 2025;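 active means percent response vs DMSO below 50%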;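 further: median channel GFP fluorescence of the barcoded RPL19A-GFP strain; ratio of sample median GFP to plate DMSO average so 100% = DMSO; lower means less RPL19A-GFP as with rapamycin TOR inhibition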
MEP2-GFP yeast: alters MEP2-GFP fluorescence in TOR pathway yeast screen | hit rate 0.51% among 330,000 | S. cerevisiae MEP2-GFP strain, flow cytometry GFP, 3 h; 100% = DMSO control level | GFP response vs DMSO, % at 10 µM | AID 2016;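 active means GFP response versus DMSO above a set limit, roughly screen mean plus 3 SD, cut at about 180% in these data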;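 further: median GFP fluorescence of the barcode-gated MEP2-GFP cells per well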
GRK2 aptamer HTS: blocks RNA aptamer binding to human GRK2; P25098; bead flow cytometry, FAM-aptamer displacement from GRK2; inhibition of aptamer binding, % at 10 µM; hit rate 0.59% among 330,000;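 active means inhibition of aptamer binding above 40%, roughly 3 SD of noise, on plates passing a quality check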;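 further: median bead fluorescence of bound FAM aptamer so fluorescent compounds give negative values; no value below 0 was filed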
Yeast superoxide: lowers age-related superoxide in aged yeast cells; S. cerevisiae aged cells, superoxide DHE fluorescence; hits give low values; superoxide response (% of plate mean), % at 10 µM; hit rate 0.18% among 330,000;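 active means superoxide response under a set limit, about three screen SD below normal, cut at about 65% in these data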;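 further: yeast aged for seven days with compound at 30 °C before DHE staining; 100% = average MFI of all compound-treated wells on the plate with controls excluded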
CIT2 TOR yeast: modulators of TOR pathway CIT2-GFP in S. cerevisiae; S. cerevisiae CIT2-GFP strain, flow cytometry, 3 h; 100 means same as DMSO wells; GFP response vs DMSO, % at 10 µM; hit rate 0.065% among 320,000; AID 2029;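 active means GFP response relative to DMSO above a set limit, near the screen mean plus 3 SD, cut at about 150% in these data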;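 further: ratio of well median GFP fluorescence to mean of DMSO wells on the plate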
AGP1-GFP MLPCN: modulators of TOR pathway AGP1-GFP in S. cerevisiae. S. cerevisiae AGP1-GFP multiplex flow cytometry, 3 h; GFP as percent of DMSO wells. GFP response vs DMSO, % at 10 µM. hit rate 0.02% among 320,000. AID 2066;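 active means GFP response relative to DMSO above a set limit, near screen average plus 3 SD, cut at about 150% in these data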;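 further: median GFP channel fluorescence of the gated AGP1 strain per well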
Starred values were filed as active, the others as inactive. An excerpt; rates above refer to the full screens.

Results for CC[C@@H]1C(=O)OC[C@@H]1Cc1cncn1C ?
LAP4-GFP MLPCN: 111; VLA-4 inh: 12; RPL19A-GFP yeast: 106; MEP2-GFP yeast: 100; GRK2 aptamer HTS: 0; Yeast superoxide: 105; CIT2 TOR yeast: 89; AGP1-GFP MLPCN: 95

Results for C[C@]12CC3CC(N)(C1)C[C@@](C)(C3)C2 ?
LAP4-GFP MLPCN: 102; VLA-4 inh: 27; RPL19A-GFP yeast: 101; MEP2-GFP yeast: 99; GRK2 aptamer HTS: 1; Yeast superoxide: 107; CIT2 TOR yeast: 98; AGP1-GFP MLPCN: 95
